CCHFV vOTU inh – CCHFV vOTU protease inhibitors, primary screen, biochemical, Pep-AMC substrate, fluorescence. inhibition, % at 11.5 µM. 0.55% of 370,000 active. AID 651958, 2012; in the data active means inhibition above about 30%; further: 0% = vehicle wells with enzyme and 100% = no enzyme wells
BoNT-A LC inh2 – BoNT/A light chain protease inhibitors, primary screen, biochemical, flow cytometry, MLPCN library. Botulinum neurotoxin type A light chain protease (Clostridium botulinum A str. ATCC 3502). multiplex microsphere protease substrate cleavage. inhibition, % at 10 µM. 0.17% of 360,000 active. AID 588499, 2011; further: plate controls were buffer without enzyme for full effect and enzyme alone for no effect
BoNT-F LC inh – BoNT/F light chain protease inhibitors, primary screen, biochemical, flow cytometry, MLPCN library; Botulinum neurotoxin type F light chain protease (Clostridium botulinum); Multiplex microsphere protease cleavage assay; inhibition, % at 10 µM; 0.22% of 360,000 active; in the data active means inhibition above about 35%, passing the limit was not always enough; inconclusive means no clear call, values can overlap the other calls; further: plate controls were buffer without enzyme for full effect and enzyme alone for no effect
PrPC surface inh – inhibitors of human cell surface prion protein PrPC, primary screen, cell-based, TR-FRET; TR-FRET read-out; inhibition, % at 13.8 µM; 0.43% of 370,000 active; in the data active means inhibition above about 24%; further: 0% = median of the test wells and 100% = reference compound wells
Anthrax LF prot – Bacillus anthracis LF protease inhibitors, primary screen, biochemical, multiplex microsphere, MLPCN library; 0.12% of 360,000 active; inhibition, % at 10 µM; Lethal factor (Bacillus anthracis), P15917; AID 588501, 2011; multiplex microsphere protease cleavage assay; further: plate controls were buffer without enzyme for full effect and enzyme alone for no effect
Target sequence (P15917 whole entry, looked up): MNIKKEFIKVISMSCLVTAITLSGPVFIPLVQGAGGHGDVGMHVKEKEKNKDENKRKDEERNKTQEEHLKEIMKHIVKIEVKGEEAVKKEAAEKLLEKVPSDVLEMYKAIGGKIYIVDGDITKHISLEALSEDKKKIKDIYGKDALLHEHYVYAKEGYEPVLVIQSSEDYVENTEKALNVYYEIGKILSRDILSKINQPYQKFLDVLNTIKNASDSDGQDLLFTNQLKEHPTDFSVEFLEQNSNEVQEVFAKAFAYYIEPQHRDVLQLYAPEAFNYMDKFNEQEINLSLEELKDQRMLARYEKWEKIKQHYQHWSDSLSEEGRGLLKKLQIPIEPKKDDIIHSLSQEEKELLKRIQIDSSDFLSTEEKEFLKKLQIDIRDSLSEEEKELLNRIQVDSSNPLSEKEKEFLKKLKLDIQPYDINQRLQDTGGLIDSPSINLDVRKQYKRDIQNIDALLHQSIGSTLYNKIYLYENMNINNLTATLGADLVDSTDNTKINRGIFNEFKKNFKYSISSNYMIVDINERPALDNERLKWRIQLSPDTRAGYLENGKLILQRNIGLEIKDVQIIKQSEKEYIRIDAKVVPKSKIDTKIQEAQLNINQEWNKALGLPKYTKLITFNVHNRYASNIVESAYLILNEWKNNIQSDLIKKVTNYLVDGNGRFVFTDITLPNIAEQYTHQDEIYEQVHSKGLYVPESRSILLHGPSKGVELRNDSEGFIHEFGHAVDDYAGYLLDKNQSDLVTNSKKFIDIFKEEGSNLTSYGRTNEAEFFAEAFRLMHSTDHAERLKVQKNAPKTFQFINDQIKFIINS
PfHsp40 yeast – rescue of yeast from PfHsp40 toxicity, primary screen, S. cerevisiae, ATP luminescence; 0.68% of 340,000 active; AID 504582, 2011; growth rescue, % at 12.5 µM; S. cerevisiae expressing PfHsp40, growth rescue; in the data active means growth rescue above about 28%, passing the limit was not always enough; inconclusive means no clear call, values can overlap the other calls;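 further: yeast W303a lacking pdr1 and pdr3 grown in galactose medium; growth measured after three days at 30 °C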
Yp Topo-I inh – Yersinia pestis topoisomerase I inhibitors, primary screen, biochemical, cleavage product accumulation, plate reader, single point. Y. pestis Topo-I cleavage product accumulation. activity, % at 10 µM. 0.064% of 360,000 active; in the data active means activity above about 50%, passing the limit was not always enough; inconclusive means no clear call, values can overlap the other calls; further: inactives centre near 2
FadD28 FP inh – inhibitors of FadD28 bisubstrate probe binding, primary screen, biochemical, fluorescence polarization, single point; Mycobacterium tuberculosis FadD28 fatty-acid-AMP ligase; inhibition, % at 12.5 µM; 0.22% of 360,000 active; AID 588549, 2011; in the data active means inhibition above about 8.5%, passing the limit was not always enough; inconclusive means no clear call, values can overlap the other calls
TcdB GH inh – TcdB glycohydrolase inhibitors, primary screen, biochemical, single point, plate reader. AID 652162, 2013. 0.24% of 350,000 active. inhibition, % at 9.99 µM. TcdB glycohydrolase enzymatic assay; in the data active means inhibition above about 10%
Numbers without * were called inactive; ? = inconclusive; · = not tested or not shown. Unless noted, no stated cut-off is given here; in the data, active means inhibition above about 30%; inconclusive means no clear call, values can overlap the other calls; inactive means below that.

SMILES | CCHFV vOTU inh | BoNT-A LC inh2 | BoNT-F LC inh | PrPC surface inh | Anthrax LF prot | PfHsp40 yeast | Yp Topo-I inh | FadD28 FP inh | TcdB GH inh
Cc1ccc(C)c(NC(=S)N2C3CCCC2CC(NC(=O)C2CC2)C3)c1 (stereo not drawn) | 14.9 | 0.1 | -2.8 | -11.4 | 2.7 | 0.2 | -7.3 | -4.8 | 1.6
Cc1cn([C@H]2C[C@H](O)[C@@H](CCC(=O)NCCc3c[nH]c4ccccc34)O2)c(=O)[nH]c1=O | -5.2 | -0.3 | -5.5 | 1.7 | -2.4 | 1.7 | -6.5 | -1.1 | -0.2
CCOc1ccc(NC(=O)CN(C)C(=O)/C=C/c2ccco2)cc1OCC | 5.1 | -0.2 | -2.9 | -2.8 | 2.1 | 0.3 | -4.4 | -3.1 | -0.1
Cc1cccc(CN2CCc3c([nH]c4ccccc34)C2C(C)(C)C)n1 (stereo not drawn) | -16.2 | 3.0 | ? | 2.1 | 7.8 | -1.0 | 5.9 | -3.6 | 0.9
CCCCN1C(N)=NC[C@@H]1c1ccccc1 | -8.3 | -0.1 | -4.7 | -2.8 | 2.0 | 8.5 | -1.5 | -3.4 | ·
O=S(=O)(CCN1CCSCC1)c1ccccc1 | -3.9 | -0.5 | -6.0 | 9.7 | -6.1 | -0.1 | 3.6 | -1.1 | -0.4
COc1ccc(CCNC(=O)Cn2cccc2C(=O)c2ccccc2C)cc1OC | -1.9 | -1.1 | -14.3 | -5.3 | -0.9 | -2.5 | -2.4 | -1.7 | 0.1
O=C(CN1NS(=O)(=O)c2ccccc2C1=O)Nc1ccccc1OC(F)F | 2.0 | -1.2 | -18.5 | -3.3 | -6.5 | 0.4 | 7.9 | -3.1 | ·
COc1ccccc1OCC(=O)N1CCNC1=O | -0.1 | -0.2 | -8.8 | 2.6 | 5.3 | 0.8 | 6.7 | -3.6 | -0.4
O=C(COc1ccc(F)cc1Cl)NC1CCCCCC1 | 18.2 | 0.1 | 6.7 | -1.0 | -8.9 | 0.7 | 36.5 | -0.1 | 0.3
O=C(c1cc(Cl)cc(Cl)c1)N1CCC(=O)N(C(COCc2ccccc2)Cc2ccccc2)CC1 (stereo not drawn) | 2.8 | -0.2 | -3.0 | 5.0 | -9.7 | 2.8 | 35.5 | -4.8 | 0.6
C=CCOc1ccc(S(C)(=O)=O)cc1 | -15.2 | -3.4 | 4.0 | 2.9 | -5.2 | -0.9 | 2.9 | -1.1 | -1.1
C[C@]12CC[C@@H]3c4ccc(O)cc4CC[C@H]3[C@@H]1C[C@@H](O)[C@@H]2O[C@@H]1O[C@H](C(=O)O)[C@@H](O)[C@H](O)[C@H]1O | -8.0 | -1.1 | -11.1 | 1.1 | -6.1 | 3.5 | -8.1 | -0.9 | 4.1
Cc1ccc(-c2nc3ccc(Br)cn3c2Cc2cccc(F)c2)cc1 | 23.3 | 3.1 | -8.2 | 13.5 | 1.5 | · | · | -1.4 | 0.6
O=C(Nc1ccc(F)cc1)Nc1nnc(-c2ccco2)s1 | -1.3 | -1.6 | -1.2 | 4.2 | -3.2 | 1.8 | 1.2 | -3.6 | 1.4
O=C(COC(=O)/C=C/c1ccccc1[N+](=O)[O-])NC1CCS(=O)(=O)C1 (stereo not drawn) | 16.6 | -1.1 | -5.7 | 1.6 | -1.7 | 0.0 | -12.0 | -3.8 | 1.0
CCC(=O)Nc1ccc(-c2ccc(NC(=O)CC)c(OC)c2)cc1OC | 17.2 | 0.8 | 0.6 | -0.8 | -3.4 | -1.1 | 6.5 | -2.4 | 1.2
O=C(N/N=C\c1cccs1)c1sccc1-n1cccc1 | 2.3 | -1.3 | -4.6 | 1.7 | -2.9 | -1.7 | -9.7 | -4.6 | 1.2
CCCC1CCc2c(sc(NC(=O)c3cccs3)c2C(N)=O)C1 (stereo not drawn) | -9.6 | -0.3 | -0.2 | -3.6 | -1.7 | 0.0 | 2.8 | -3.3 | ·
COc1ccc(OCc2cc(C(=O)N(C)CCC3CCOCC3)no2)c(Cl)c1 | 17.9 | 1.3 | 4.8 | 3.4 | 0.6 | -0.1 | 16.5 | -1.4 | 1.3
CC(Sc1nnnn1C)C(=O)Nc1ccc2c(c1)OCCO2 (stereo not drawn) | -14.0 | -1.1 | -7.6 | 9.3 | -1.9 | 0.2 | 1.1 | -2.3 | -1.5
CC(C)c1c(C(=O)N/N=C/c2ccccc2C(=O)O)nnn1-c1nonc1N | -1.8 | -2.7 | 0.0 | 11.6 | 0.2 | -1.5 | 0.0 | -4.5 | 1.5
O=C(c1ccccn1)N(Cc1ccco1)C1(C(=O)NC2CCCCC2)CCCCC1 | -6.6 | 0.3 | -0.9 | -3.4 | -9.4 | -0.9 | 18.3 | -0.8 | ·
Cc1c(/C=N/NC(=O)c2sc3ccccc3c2Cl)cnn1C | 11.1 | -0.3 | -13.1 | 7.3 | -0.5 | 2.7 | 10.9 | -3.7 | ·
CC(=O)Nc1ccc(CNc2nc3cc(-c4ccc(F)cc4)sc3c(=O)n2C)cc1 | -4.9 | 0.0 | -5.9 | -4.5 | 4.6 | · | 12.9 | -3.2 | 1.3
SMILES | CCHFV vOTU inh | BoNT-A LC inh2 | BoNT-F LC inh | PrPC surface inh | Anthrax LF prot | PfHsp40 yeast | Yp Topo-I inh | FadD28 FP inh | TcdB GH inh
Cc1cccc(C)c1NC(=O)CSc1nc(C)c(CC(=O)c2ccc(Br)cc2)c(C)c1C#N | 0.3 | -0.3 | -1.2 | 0.0 | 2.8 | -2.9 | 11.2 | -0.9 | ·
CC(C)c1cc(CN2C(C)COCC2C)cc(C(C)C)c1O (stereo not drawn) | -7.3 | 0.2 | 2.3 | -6.2 | -3.0 | 2.2 | -14.3 | -3.1 | -1.2
Cc1cc(=O)[nH]c(-n2nc(C)cc2C)n1 | 3.3 | -0.6 | -6.0 | -3.2 | -1.8 | -0.9 | -4.0 | -1.3 | ·
O=C1[C@@H]2[C@H](C(=O)N1O)[C@H]1C=C[C@@H]2C1 | 7.2 | 0.8 | -4.2 | -2.8 | -4.3 | 33.9* | 1.8 | -1.7 | ·
O=C(NCc1ccco1)c1cc(-c2ccccc2)c(N2CCOCC2)s1 | 16.6 | 0.2 | 11.5 | 3.9 | 0.0 | 2.4 | 19.6 | -2.4 | ·
CCC(C)OC(=O)c1[nH]c2c(c1C)C(=O)CC(c1ccc(N(C)C)cc1)C2 (stereo not drawn) | 23.7 | -1.2 | -8.4 | 7.5 | -7.4 | 3.0 | -0.1 | -9.1 | 0.3
CSc1nnc(NC(=O)c2cc(=O)c3cc(C)cc(C)c3o2)s1 | -4.2 | -2.9 | ? | 8.5 | -5.4 | 0.0 | -1.0 | -1.8 | 0.4
c1cncc(-c2nnc3n2CCC3)c1 | -0.4 | 0.7 | -2.3 | 4.7 | 3.0 | -1.6 | 2.7 | -1.9 | 0.1
CCOC(=O)C1=C(COC(=O)c2ccc(OC)c(OC)c2OC)NC(=O)NC1C (stereo not drawn) | 4.6 | 6.5 | 0.4 | -8.2 | 0.4 | -2.3 | 0.0 | -1.8 | -0.1
O=C1CC(C(F)(F)C(F)(F)C(F)(F)F)=Nc2ccccc2N1 | 16.8 | 0.4 | -16.9 | 3.2 | -0.1 | 0.3 | 4.0 | -1.7 | ·
CCOC(=O)N1CCC(N(CCN(C)C)C(=S)Nc2ccc(F)c(Cl)c2)CC1 | 14.2 | -0.3 | -3.8 | 5.0 | -3.5 | 0.6 | 6.4 | 0.9 | -4.2
Cc1ccn(Cc2n[nH]c(=S)n2Cc2ccccc2)n1 | -0.1 | -0.5 | 0.8 | -6.1 | 3.6 | 0.0 | -5.6 | -2.1 | ·
CCCCNC(=O)CN1C(=O)NC2(CCCc3ccccc32)C1=O (stereo not drawn) | -10.5 | 7.2 | 9.8 | -0.8 | -4.8 | 0.5 | 3.3 | -1.2 | ·
CCCCNC(=O)NNC(=O)C1CC1(c1ccccc1)c1ccccc1 (stereo not drawn) | -3.2 | 0.3 | 11.1 | 0.6 | -3.9 | 1.8 | 7.3 | 0.3 | 0.7
O=C(Cc1cccc(NC(=O)C2CCCN(C(=O)C3CC3)C2)c1)Nc1cccc(C(=O)N2CCOCC2)c1 (stereo not drawn) | -3.3 | -0.1 | 5.0 | 6.2 | 1.8 | -0.1 | 0.3 | -0.2 | 0.9
CCOC(=O)c1sc(NC(NC(=O)c2ccco2)(C(=O)OC)C(F)(F)F)nc1C (stereo not drawn) | 8.0 | 0.1 | -5.4 | -2.1 | -13.9 | 0.0 | 12.4 | -1.9 | ·
Cc1ccc(NC(=O)N2CCCC2C(=O)NCCC2=CCCCC2)cc1 (stereo not drawn) | -5.0 | ? | 5.7 | 6.9 | -9.5 | 2.1 | 6.1 | -2.7 | ·
C[C@H](NC(=O)[C@@H]1CSC2c3ccccc3C(=O)N21)C(=O)NCCc1ccccc1 (stereo partly drawn) | 6.3 | -0.4 | 6.5 | -5.7 | 2.7 | -0.7 | -8.1 | 0.6 | 0.6
Cc1noc(C)c1COc1ccc(C(=O)OCC(=O)Nc2ccc3ccccc3c2)cc1 | 2.6 | 0.0 | 3.4 | 0.3 | -6.3 | -1.1 | 6.9 | -0.1 | ·
O=C(c1ccccc1)N1CCCCC(Sc2nnnn2-c2ccccc2)C1=O (stereo not drawn) | 0.7 | 0.8 | -4.0 | 0.5 | -0.8 | -0.9 | -6.4 | -3.8 | ·
O=C(CN(Cc1ccccc1Cl)S(=O)(=O)c1ccc(Cl)cc1)N/N=C/c1ccc(C(=O)O)cc1 | 8.3 | -1.2 | 6.6 | -7.9 | -3.3 | -0.5 | 3.2 | -13.3 | 0.5
Cc1cc(=O)n2[nH]c(C)c(-c3ccc(Cl)cc3)c2n1 | 11.3 | 0.7 | 4.0 | 0.7 | 0.7 | 0.6 | 4.2 | -2.2 | ·
COc1ccc(N=C2SC(CC(=O)Nc3ccccc3)C(=O)N2CCN2CCOCC2)cc1 (stereo not drawn) | -10.4 | 0.0 | -6.6 | -2.1 | 2.9 | 1.0 | 14.2 | -0.4 | 8.2
CSCC[C@H](NC(=O)Cc1c(C)c2c(cc(C)c3c(C)coc32)oc1=O)C(=O)O | -45.2 | -1.3 | -12.4 | 2.3 | 20.9 | -1.3 | 23.7 | -1.2 | 1.1
CCOCCCNCc1ccc(OCc2ccccc2C)c(OC)c1 | -7.7 | 0.1 | -12.3 | -5.7 | -4.1 | -0.2 | 10.8 | 1.2 | 1.0
O=C1C=C(c2cc(F)ccc2F)C[C@@H](c2ccc(F)cc2)C1 | 7.7 | -0.3 | -5.0 | 7.6 | -8.9 | 8.1 | 25.7 | -1.6 | 0.3

Some of the entries above in another layout:
smiles,CCHFV vOTU inh,BoNT-A LC inh2,BoNT-F LC inh,PrPC surface inh,Anthrax LF prot,PfHsp40 yeast,Yp Topo-I inh,FadD28 FP inh,TcdB GH inh
COc1ccc(CCNC(=O)Cn2cccc2C(=O)c2ccccc2C)cc1OC,-1.9,-1.1,-14.3,-5.3,-0.9,-2.5,-2.4,-1.7,0.1
COc1ccc(N=C2SC(CC(=O)Nc3ccccc3)C(=O)N2CCN2CCOCC2)cc1 (stereo not drawn),-10.4,0.0,-6.6,-2.1,2.9,1.0,14.2,-0.4,8.2
O=C1C=C(c2cc(F)ccc2F)C[C@@H](c2ccc(F)cc2)C1,7.7,-0.3,-5.0,7.6,-8.9,8.1,25.7,-1.6,0.3
CCOC(=O)N1CCC(N(CCN(C)C)C(=S)Nc2ccc(F)c(Cl)c2)CC1,14.2,-0.3,-3.8,5.0,-3.5,0.6,6.4,0.9,-4.2
CCOCCCNCc1ccc(OCc2ccccc2C)c(OC)c1,-7.7,0.1,-12.3,-5.7,-4.1,-0.2,10.8,1.2,1.0
O=C(N/N=C\c1cccs1)c1sccc1-n1cccc1,2.3,-1.3,-4.6,1.7,-2.9,-1.7,-9.7,-4.6,1.2
